# Mito fusion act: qHTS Assay for Small Molecule Inhibitors of Mitochondrial Division or Activators of Mitochondrial Fusion | S. cerevisiae fusion-defective mutant growth rescue, CellTiterGlo 48 h | Potency, µM (doses to about 46.1 µM), inactives show at the highest dose growth rescue (activation), hits mostly activators | 0.23% of 320,000 active;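 also: potency is read from the fitted curve at half-maximal effect; % of control where 0% means no effect; nearly all actives have a fitted effect of over 45% in size; temperature-sensitive fusion mutants such as fzo1-1 at 37 °C on non-fermentable ethanol glycerol medium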
#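 S. cerevisiae fusion-defective temperature-sensitive mutants (e.g. fzo1-1, mgm1-5) grown 48 h at 37C in YPEG (ethanol/glycerol non-fermentable) medium with 23 nl compound per well; growth rescue read as CellTiterGlo luminescence.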
# TCR activator: Activators of T cell receptors: qHTS campaign; Potency, µM (doses to about 9.22 µM), for inactives: at the top dose activation of IL-2 secretion, actives largely listed as activators; 330,000 tested, under 10 active; primary human leukocytes, anti-CD3, IL-2 HTRF, 48 h; also: % of control where 0% means no effect
#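 Primary human leukocytes incubated 48 hr with anti-CD3 beads plus compound, without co-stimulation. Secreted IL-2 measured by HTRF (europium cryptate/d2 anti-IL-2 pair, 320 nm excitation, 665 nm emission).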
# Menin MLL FP TR: qHTS Assay for Inhibitors Targeting the Menin-MLL Interaction in MLL Related Leukemias: Competition With Texas Red Labeled MLL-derived Mutant Peptide; O00255; Menin + Texas Red MLL mutant peptide, fluorescence polarization; Potency, µM (doses to about 61.6 µM), for the others: top-dose FP activity change, negative = inhibition, most hits filed as inhibitors; 0.23% of 270,000 active; AID 1768, 2009; active = well fitted inhibition curve with a large enough effect in the polarisation, with a control signal flat, not every such curve was filed as active; inconclusive = small, poorly fitted or top-dose-only effect, or effect the other way, or a change in a side signal; inactive = no such curve, though single readings can be large or run the other way; the % refers to the polarisation; also: potency is read from the fitted curve at half-maximal effect; % of control where 0% means no effect; many of its hits are not listed in these tables
# Target sequence (O00255 whole entry, looked up): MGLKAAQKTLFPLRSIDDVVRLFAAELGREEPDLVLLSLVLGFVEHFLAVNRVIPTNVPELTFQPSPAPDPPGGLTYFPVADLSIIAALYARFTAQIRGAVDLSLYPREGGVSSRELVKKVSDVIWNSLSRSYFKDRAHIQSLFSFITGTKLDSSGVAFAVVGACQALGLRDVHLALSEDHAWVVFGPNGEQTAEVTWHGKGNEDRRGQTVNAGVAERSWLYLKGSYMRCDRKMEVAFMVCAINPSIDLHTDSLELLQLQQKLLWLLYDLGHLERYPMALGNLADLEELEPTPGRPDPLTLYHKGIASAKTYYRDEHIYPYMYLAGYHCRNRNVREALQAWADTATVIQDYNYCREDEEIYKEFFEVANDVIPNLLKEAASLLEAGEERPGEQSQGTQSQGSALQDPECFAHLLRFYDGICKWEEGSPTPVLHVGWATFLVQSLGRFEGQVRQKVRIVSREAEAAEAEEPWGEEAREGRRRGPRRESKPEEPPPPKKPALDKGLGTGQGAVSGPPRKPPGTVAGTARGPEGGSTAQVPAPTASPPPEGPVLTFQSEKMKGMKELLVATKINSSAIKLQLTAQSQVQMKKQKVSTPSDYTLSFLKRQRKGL
# TSHR antagonist: Antagonists of the Thyroid Stimulating Hormone Receptor: HTS campaign; Thyrotropin receptor (Homo sapiens), P16473; activity change, negative = inhibition, % at 11.5 µM; 0.2% of 330,000 active; AID 504810, 2011; TSHR-expressing cells, TSH-stimulated cAMP HTRF, 2 h; stronger effect = lower value;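 active = activity change below a set negative limit, meaning inhibition stronger than a set level, cut at about -70% in these data; inconclusive = activity change between two set negative limits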; also: % is scaled to controls: 0 for no effect and ±100 for the full control effect
#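 TSHR-expressing cells were treated with compounds, then stimulated with TSH at EC80 (4nM final) for 2 hours at 37 deg C. Cellular cAMP was measured by HTRF competition between lysate cAMP and cAMP-d2 for a cryptate-labelled anti-cAMP antibody.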
# a7 integrin act: qHTS for Activators of Integrin-Mediated Alleviation for Muscular Dystrophy; alpha7betagal myoblasts, beta-gal FDG fluorescence, 48 h; Potency, µM (doses to about 38.3 µM), without a hit: at the top dose activation, most hits filed as activators; 0.064% of 350,000 active;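 also: potency is read from the fitted curve at half-maximal effect; 100% = response of the positive control SU9516; nearly all actives have a fitted effect of over 60% in size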
#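 Alpha7betagal+/- myoblasts (passage 13) were plated 16-24 hr, then exposed to compounds (1:260 dilution of DMSO stock) for 48 hours at 37C. After MPER lysis, β-galactosidase reporter activity was read as FDG fluorescence (ex 480/em 540) after 30 minutes.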
# ASM inhibitor: Inhibitors of Secretory Acid Sphingomyelinase (S-ASM): qHTS. placental ASM, HMU-PC fluorogenic substrate, 60 min. 0.006% of 340,000 active. Potency, µM (top dose mostly 57.5 µM), inactives show at the top dose activity change, negative = inhibition, usual class: inhibitors. AID 504937, 2011; also: potency is read from the fitted curve at half-maximal effect
#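 Steps: dispense placental human ASM, pin compound, wait 10 min at room temperature, add HMU-PC0 substrate at 9 uM final, incubate 60 min at 37 °C, add stop solution raising pH to 10, read fluorescence.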
# A-T KAP1 phos: qHTS Assay for Identifying a Potential Treatment of Ataxia-Telangiectasia | […] A-T fibroblasts, KAP-1 phosphorylation AlphaLISA; neocarzinostatin DNA damage 30 min before lysis | Potency, µM (doses to about 57.5 µM), for the others: at the top dose activation, usual class: activators | 0.19% of 320,000 active; also: potency is read from the fitted curve at half-maximal effect; % of control where 0% means no effect; nearly all actives have a fitted effect of over 45% in size
#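 ATM-like activity read as KAP-1 phosphorylation via AlphaLISA donor/acceptor antibody pairs after lysis and 6 hr at 25C. Cells were ATM-null patient fibroblasts ([…], hTERT), dosed 60 min, then exposed to the DSB inducer NCS for 30 min.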
# MLL CXXC-DNA inh: qHTS Fluorescence Polarization Assay for Inhibitors of MLL CXXC domain - DNA interaction; Histone-lysine N-methyltransferase 2A (Homo sapiens), Q03164; MLL-CXXC / FITC-HOXA9 DNA fluorescence polarization; Potency, µM (top dose mostly 115 µM), for the others: top-dose activity change, negative = inhibition, most hits filed as inhibitors; 0.037% of 290,000 active; active = well fitted inhibition curve with a large enough effect in the polarisation, with a control signal flat, not every such curve was filed as active; inconclusive = small, poorly fitted or top-dose-only effect, or effect the other way, or a change in a side signal; inactive = no such curve, though single readings can be large or run the other way; the % refers to the polarisation; also: potency is read from the fitted curve at half-maximal effect
#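 Fluorescence polarization: 7 uM MLL-CXXC (stock) preincubated 5 min with compounds, then 50 nM fluorescein-HOX-A9 DNA (stock) added; 30 min ambient. Buffer 50 mM Tris-HCl pH 7.5, 50 mM NaCl, 1 mM DTT, 0.05% BSA.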
# MBNL1 CUG block: qHTS Assay for Inhibitors of MBNL1-poly(CUG) RNA binding; TR-FRET MBNL1-His/biotin-(CUG)12 binding, 665/545 ratio; Muscleblind-like protein 1 (Homo sapiens), Q9NR56; Potency, µM (doses to about 57.5 µM), without a hit: at the highest dose activity change, negative = inhibition, usual class: inhibitors; 0.036% of 280,000 active; AID 2675, 2010; active = well fitted inhibition curve with a large enough effect in the signal ratio, with a control signal flat, not every such curve was filed as active; inconclusive = small, poorly fitted or top-dose-only effect, or effect the other way, or a change in a side signal; inactive = no such curve, though single readings can be large or run the other way; the % refers to the signal ratio; also: potency is read from the fitted curve at half-maximal effect; % is scaled to controls: 0 for no effect and ±100 for the full control effect
# Target sequence (Q9NR56 whole entry, looked up): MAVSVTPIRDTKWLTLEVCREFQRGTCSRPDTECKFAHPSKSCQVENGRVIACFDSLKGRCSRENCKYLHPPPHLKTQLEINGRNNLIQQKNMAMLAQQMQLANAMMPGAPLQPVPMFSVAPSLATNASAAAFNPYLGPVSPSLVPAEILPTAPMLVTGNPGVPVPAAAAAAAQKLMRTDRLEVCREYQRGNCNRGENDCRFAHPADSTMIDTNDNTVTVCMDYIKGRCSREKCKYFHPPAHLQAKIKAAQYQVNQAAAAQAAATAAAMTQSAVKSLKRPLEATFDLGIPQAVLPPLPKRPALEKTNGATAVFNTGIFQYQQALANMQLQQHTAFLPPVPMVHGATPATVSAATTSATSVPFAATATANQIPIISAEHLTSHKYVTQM
#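 Compounds (final 92 nM to 58 uM) are added to His-tagged MBNL1 and biotin-(CUG)12, then terbium anti-His antibody and streptavidin-XL665 (5 nM final). After 60 min at room temperature, the 665/545 nm ratio is read.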
# TSG101-PTAP inh: qHTS Assay for Iinhibitors of HIV-1 Budding by Blocking the Interaction of PTAP/TSG101; Tumor susceptibility gene 101 protein (Homo sapiens), Q99816; Fluorescence polarization, FITC-PTAP peptide / Tsg101 binding; Potency, µM (titrated, usually from 115 µM), inactives show top-dose activity change, negative = inhibition, hits mostly inhibitors; 340,000 tested, under 10 active; active = well fitted inhibition curve with a large enough effect in the main read-out, with a control signal flat, not every such curve was filed as active; inconclusive = small, poorly fitted or top-dose-only effect, or effect the other way, or a change in a side signal; inactive = no such curve, though single readings can be large or run the other way; also: potency is read from the fitted curve at half-maximal effect; % of control where 0% means no effect
#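 Compounds were pin-transferred onto Tsg101 binding domain (10 uM final) in HEPES pH 7.5 buffer, then FITC-PTAP peptide was added at 50 nM final. After 20 min at RT, polarization reported peptide displacement across a qHTS concentration series.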
# * hit, by the source's call; ? = inconclusive; nt = no result given; [ ] = remark or other dose. Unless noted, calls follow the shape of the dose curve; as a rule, active = well fitted curve in the direction sought with a large enough effect; inconclusive = small, poorly fitted or top-dose-only effect, or another doubt; inactive = no such curve, though single readings can be large; an effect the other way counts as inactive or inconclusive.
SMILES,Mito fusion act,TCR activator,Menin MLL FP TR,TSHR antagonist,a7 integrin act,ASM inhibitor,A-T KAP1 phos,MLL CXXC-DNA inh,MBNL1 CUG block,TSG101-PTAP inh
COc1ccc(C(=O)N2CCN(c3nc(C4CC4)nc4sc(C)c(C)c34)CC2)cc1,6%,1%,?,-5,6%,-12%,1%,-1%,10%,-11%
CC(=O)N(CN1C(=O)C2C3C=CC(C3)C2C1=O)c1cccc(Cl)c1 (configuration not stated),-9%,-9%,5%,13,-7%,1%,4%,6%,nt,-3%
O=C(CSc1ccc(Cl)cc1)Nc1ccc(C2SCCS2)cc1,2%,5%,nt,-3,12%,7%,0%,-2%,nt,-3%
O=C(O)c1ccc2c(c1)S(=O)(=O)c1cc(Cl)ccc1C2=O,-1%,0%,nt,-14,0%,32%[activator],-3%,nt,nt,nt
O=C(Nc1ccccc1N1CCCCC1)C1CC(=O)N(c2ccccc2F)C1 (configuration not stated),11%,0%,nt,-4,17%,0%,-1%,nt,nt,-4%
CC1CN(C(=O)CN2C(=O)NC3(CCCCCC3)C2=O)CC(C)O1 (configuration not stated),-3%,-15%,-21%,11,0%,5%,3%,1%,-3%,0%
Cc1ccc(NC(=O)c2oc3c(c2C)C(=O)CC(C)(C)C3)cc1,8%,0%,3%,0,8%,-8%,-9%,0%,-2%,-3%
COc1ccccc1NS(=O)(=O)c1cc(C(=O)Nc2ccc(S(=O)(=O)Nc3onc(C)c3C)cc2)ccc1C,nt,-5%,nt,nt,2%,-4%,nt,nt,nt,-6%
COc1ccc(NC(=O)CSCC(=O)NC2(C)CCS(=O)(=O)C2)cc1 (configuration not stated),0%,-1%,nt,8,-11%,nt,8%,0%,2%,0%
CCc1nnc(NC(=O)COC(=O)c2cc(OC)cc(OC)c2)s1,nt,0%,nt,8,28%,-2%,-4%,nt,nt,-6%
O=C(NNc1nc(=O)c2cccnc2s1)c1ccccc1O,0%,2%,?,3,3%,1%,-1%,11%,18%,-3%
O=C(Nc1ccc(Cl)c(Cl)c1)c1ccccc1,?,1%,nt,-21,-23%,-1%,-5%,nt,nt,nt
Cc1ccc(S(=O)(=O)N2[C@@H](c3ccc(F)cc3)C(C(=O)O)=CC[C@H]2c2ccc(Cl)cc2)cc1,-13%,-9%,nt,-6,5%,-2%,16%,nt,nt,-2%
O=C(NCC(=O)N1CCN(c2ccccc2O)CC1)c1ccccc1,15%,-6%,-12%,21,-14%,2%,8%,46%[activator],-9%,0%
CCOc1ccccc1N(CC(=O)NC(C)(C)C)C(=O)CCC(=O)Nc1nccs1,2%,0%,-12%,7,8%,3%,2%,2%,-10%,-6%
O=C(CSc1nc2ccccc2c(=O)n1CCCN1CCOCC1)Nc1ccccc1OC(F)F,nt,2%[46.1 µM],nt,-2,-2%,1%,4%,nt,nt,-4%
COc1cc(SC)ccc1C(=O)Nc1ccncc1,-1%,-4%,-14%,-22,-14%,-4%,5%,8%,-8%,-10%
C=CCN(CC=C)c1cnn(-c2nc3ccccc3[nH]2)c(=O)c1Cl,-10%,-10%,nt,-1,-3%[7.66 µM],-1%,-5%,11%,?,-3%
COc1ccccc1CN1CCN(C(=O)c2ccco2)CC1,0%,3%,-10%,7,0%,-4%,6%,-6%,-5%,0%
O=C(CSc1nc2ccccc2s1)Nc1ccc2c(c1)oc1ccccc12,1%,-3%[46.1 µM],?,20,11%,-7%,7%,15%,nt,-1%
CCN(CC)S(=O)(=O)c1ccc(Cl)c(NC(=O)COC(=O)/C=C/c2ccc(O)c(OC)c2)c1,-2%,0%[46.1 µM],3%,-12,-12%,32%[activator],4%,2%,?,-2%
COCc1nc2ccccc2n1Cc1ccccc1C,-3%,4%,-16%,-4,-12%,2%,4%,0%,nt,-9%
CCCc1cc(C(=O)NNC(=S)NCC)c2ccccc2n1,-4%,-2%[46.1 µM],-2%,23,-7%,5%,-13%,-4%,-4%,-2%
CCCCn1c(CN2CCN(C(=O)OCC)CC2)nc2c1c(=O)n(C)c(=O)n2C,-6%,1%,7%,3,-4%,0%,3%,-4%,-1%,-1%
CC(NC(=O)CCCn1cc([N+](=O)[O-])cn1)c1ccccc1 (configuration not stated),-3%,nt,-7%,5,13%,-2%,3%,2%,7%,-11%

# New compounds follow.
SMILES,Mito fusion act,TCR activator,Menin MLL FP TR,TSHR antagonist,a7 integrin act,ASM inhibitor,A-T KAP1 phos,MLL CXXC-DNA inh,MBNL1 CUG block,TSG101-PTAP inh
COC(=O)Cc1c(C)nc2nc(-c3ccco3)[nH]n2c1=O,5%,-1%[46.1 µM],-27%,25,-21%,5%,nt,1%,?,1%
CC1CCCCN1C(=O)CSCC(=O)Nc1nc(-c2cccs2)cs1 (configuration not stated),-18%,8%[46.1 µM],-18%,-41,-7%,-1%,1%,-3%,-4%,-1%
COc1ccccc1Cn1c(=S)[nH]c2ccc(F)cc2c1=O,-15%,-4%,22%,5,-11%,-3%,0%,-1%,?,-1%
COc1cccc(CNC(=O)CCNC(=O)c2ccco2)c1,1%,3%,nt,-3,22%,nt,-4%,nt,nt,-1%
CN(CC(=O)Nc1ccccc1C(F)(F)F)C(=O)COc1ncnc2sccc12,-1%,2%[46.1 µM],2%,0,-15%,6%,3%,-3%,-12%,0%
CC(C)(C)c1ccc(S(=O)(=O)N2CCC(NC(=O)c3ccco3)CC2)cc1,-7%,-4%,nt,nt,-35%[inhibitor],3%,2%,49%[activator],-3%,1%
CCOc1ccccc1NC(=O)C1CCN(S(=O)(=O)c2cccc3cccnc23)CC1,5%,nt,0%[11.7 µM],-6,nt,nt,2%,8%,1%,nt
CCC(Oc1ccccc1)C(=O)Nc1nnc(S(=O)(=O)N2CCCC2)s1 (configuration not stated),7%,7%,12%,0,1%,-3%,-8%,-12%,-10%,-5%
O=C(N/N=C/c1ccco1)C(O)C(O)C(=O)N/N=C/c1ccco1 (configuration not stated),2%,-2%,-1%,-13,-19%,-6%,14%,-4%,?,-6%
O=C1OC(c2ccc(Cl)cc2)=N/C1=C\C=C\c1ccco1,4%,-1%,-13%,-22,-1%,0%,-4%,0%,7%,2%
CC(=O)Nc1cccc(/C(C)=N/N2C(C)CCCC2C)c1 (configuration not stated),17%,0%,-19%,-1,3%,-5%,9%,25%,-2%,-3%
Cc1cc(/C=N/NC(=O)c2cccc([N+](=O)[O-])c2)c(C)n1-c1ccccc1,2%,-4%[46.1 µM],-13%,5,3%,-2%,-2%,1%,54%[activator],-3%
O=C1NC(c2ccc(Cl)c([N+](=O)[O-])c2)Nc2ccccc21 (configuration not stated),2%,-1%,17%,-13,32%,-1%,2%,3%,?,-5%
Cc1ccccc1-c1nc(CS(=O)(=O)CC(=O)NC2CCCC2)c(C)o1,29%,-3%,-2%,1,-33%,-1%,-6%,-8%,-3%,-3%
Cc1cc(=O)oc(C)c1C(=O)NCCCN1CCN(c2ccc(F)cc2)CC1,-3%,nt,-4%,-8,5%[7.66 µM],2%,-3%,-12%,?,0%
CCN(CC)CCC(=O)Nc1ccc2c(c1)N(C(=O)CN(CC)CC)c1ccccc1CC2,1%,4%,-12%,6,-47%[inhibitor],34%[activator],-4%,-2%,-12%,-7%
Cc1cc(C)nc(N2CCCC(C(=O)Nc3ccc4nc(C)c(C)nc4c3)C2)n1 (configuration not stated),13%,-1%,-12%,-13,23%,-7%,10%,-2%,0%,1%
O=C1NN=COc2ccccc21,-2%,0%,-6%,-6,0%,5%,3%,-1%,-2%,-4%
Cc1cnc(C(=O)Nc2nc(-c3ccccc3)cs2)cn1,4%,-3%[46.1 µM],1%,10,-4%,-4%,-1%,9%,-15%,-1%
O=C(CN1CCN(S(=O)(=O)c2ccc(Cl)c(C(F)(F)F)c2)CC1)NC(=O)NC1CCCCC1,nt,0%,nt,nt,-8%,0%,nt,nt,nt,-10%
O=C(Oc1ccc(N(C(=O)c2ccncc2)S(=O)(=O)c2cccs2)cc1)c1ccncc1,-9%,1%,7%,1,?,3%,0%[11.5 µM],1%,-7%,-4%
COc1ccc(NC(=O)CSc2nccn2Cc2ccco2)cc1OC,1%,0%,nt,8,-5%,6%,7%,-14%,-3%,-3%

# Screens: PubChem BioAssay, National Center for Advancing Translational Sciences (NCATS)

# Only part of the results is shown, so the mix of outcomes need not match the whole.
